Bioassay records as filed in PubChem BioAssay.
PriA SSB inh = K. pneumoniae PriA-SSBct interaction inhibition. AID 1272365. AlphaScreen SSBct-PriA binding, biotinylated peptide. inhibition, % at 33 µM. 430,000 tested, 0.6% active; in the data active means inhibition mostly above about 37%, no sharp cut-off; inactive means mostly below about 20%;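 further: plate controls were negative control peptide for no effect and reference peptide for full effect; strong numbers were not always called active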
The depositor's hits bear a star; & = joins results of further samples.

SMILES	PriA SSB inh
O=C(COc1ccccc1)NCC(=O)NN=Cc1cc(Br)ccc1OCc1ccccc1	6.4
CS(=O)(=O)NCCCn1nc(-c2cccs2)ccc1=O	-5.0
CC(=NO)c1cc(C(C)(C)C)c(O)c(C(C)(C)C)c1	-8.4
CS(=O)(=O)c1ccccc1C(=O)Nc1c2c(nn1-c1ccccc1)CCC2	-10.0
Cc1ccc([C@H](CNC(=O)c2cccc(Br)c2)OCCO)cc1	-13.0
CCOC(=O)c1c(C)n(C)c2ccc(OC[C@@H](O)CN3CCN(C(=O)c4ccccc4)CC3)cc12	-3.0
Clc1cccc(NN=C(Cc2nc3ccccc3[nH]2)c2ccccc2)c1	15.4
Cc1ccc(C)c(CC(=O)Nc2onc3c2CCCC3)c1	-6.0
CCN(CC)CCNc1nc2ccc(Cl)cc2s1	22.0
O=C(Nc1cccnc1)C1CCN(c2ccc(-c3ccccc3)nn2)CC1	-2.0
C=CCn1c(=C(C#N)C(=O)c2ccccc2)sc(=Cc2ccc(C)o2)c1=O	-10.8
COc1ccccc1N1CCN(C(CNS(=O)(=O)c2c(C)cc(C)cc2C)c2cccnc2)CC1 (stereo not given)	2.0
Cc1ccccc1-c1nc2ccccn2c1N	17.0
CCOC(=O)c1csc(NC(=O)C2CCCN(S(C)(=O)=O)C2)n1 (stereo not given)	1.0
CN(C)c1ccc(/C=N\NC(=S)NCc2ccco2)cc1	15.0
O=C(COc1cccc(C(F)(F)F)c1)NCCn1nc(-n2cncn2)ccc1=O	-1.0
CNC(=O)C1Cc2ccccc2N1C(=O)C1CCCCC1 (stereo not given)	4.0
CC(=NNC(=O)c1ccc(C)cc1C)c1ccc2c(c1)OCO2	-6.1
CSc1ccccc1C(=O)N1CCC(Oc2ccc(C)nn2)CC1	-2.0
Cc1ccccc1OCC(=O)NCCN1CCN(c2ccccc2F)CC1	-1.0
COc1ccc2nc(CN3CCNCC3)[nH]c2c1	-2.0
CCOc1cc(C(=O)Nc2ccc(S(=O)(=O)Nc3nccnc3OC)cc2)cc(OCC)c1OCC	-8.0
COCCNC(=O)C(=Cc1ccccc1F)NC(=O)c1ccccc1	1.0
COc1cccc2cc(C(=O)NCc3nn(C4CCCC4)c(=O)c4ccccc34)oc12	-3.0

Quoted at random: five entries already listed.
SMILES	PriA SSB inh
O=C(COc1cccc(C(F)(F)F)c1)NCCn1nc(-n2cncn2)ccc1=O	-1.0
CNC(=O)C1Cc2ccccc2N1C(=O)C1CCCCC1 (stereo not given)	4.0
CC(=NNC(=O)c1ccc(C)cc1C)c1ccc2c(c1)OCO2	-6.1
COc1ccc2nc(CN3CCNCC3)[nH]c2c1	-2.0
CSc1ccccc1C(=O)N1CCC(Oc2ccc(C)nn2)CC1	-2.0

Other records follow.
SMILES	PriA SSB inh
CC(C)Oc1ccc(C(=O)NCC(c2ccsc2)N2CCCCCC2)cc1 (stereo not given)	10.0
CC(C)(C)NC(=O)C(=O)NCc1ccsc1	8.0
COc1ccc(N2CC(C(=O)Nc3c4c(nn3-c3ccccc3)CCC4)CC2=O)cc1 (stereo not given)	-3.0
CC(=O)Nc1ccc(SCC(=O)Nc2nnc(C)s2)nn1	7.0
O=S(=O)(NCc1cncc(-c2ccsc2)c1)c1cccnc1	-11.0
CCCCn1c(SCC(=O)C(C#N)=C(C)N)nc2ccccc2c1=O	-14.8
COc1ccc(CN(CC(=O)N2CCc3ccccc32)S(=O)(=O)c2cccnc2)cc1	6.0
CC1(C)OC2OC(C(=O)NC(CCC(=O)OCc3ccccc3)C(=O)OCc3ccccc3)C3OC(C)(C)OC3C2O1 (stereo not given)	-1.0
O=C(Nc1cnn(C2CCOCC2)c1)Nc1ccccc1Cl	-7.0
Cc1ccc(C(O)=C2C(=O)C(=O)N(Cc3cccnc3)C2c2ccccn2)cc1 (stereo not given)	-12.9
O=C(Cn1cnc2c(cnn2-c2cccc(Cl)c2)c1=O)OCc1ccccc1	-17.0
O=C(NN=Cc1c(O)n(Cc2ccc(F)cc2)c(=O)[nH]c1=O)c1ccccc1O	9.2

The closing 2 records of the part before lead into the next.
SMILES	PriA SSB inh
O=C(Cn1cnc2c(cnn2-c2cccc(Cl)c2)c1=O)OCc1ccccc1	-17.0
O=C(NN=Cc1c(O)n(Cc2ccc(F)cc2)c(=O)[nH]c1=O)c1ccccc1O	9.2
CNC(=S)NN=Cc1ccc(OCc2ccccc2)c(Br)c1	-0.7
COc1ccccc1NC(=O)NC1CCN(c2ccc(-c3ccccc3Cl)nn2)CC1	-18.0
CCOC(=O)N1CCN(C(c2ccncc2)c2c(C)[nH]c3ccccc23)CC1 (stereo not given)	12.0
O=C(CN1CCN(CC(O)c2cccs2)CC1)NCc1ccco1 (stereo not given)	-3.0
COc1cc(C=NNC(=O)c2cccnc2)ccc1OC(=O)c1cc(OC)c(OC)c(OC)c1	2.5
O=C(CC1CCCCN1S(=O)(=O)c1ccc(F)cc1)NCc1cccs1 (stereo not given)	-14.0&10.0
CC1(C)CC(=O)c2sc(NC(=O)c3ccc4c(c3)OCCO4)nc2C1	-3.0
Cc1ccc(Nc2ccc(NC(=O)c3c[nH]c4ccccc34)cc2)nn1	-3.0
O=C(Nc1ccccc1)OC1CCCC(NC(=O)c2cccc3ccccc23)C1 (stereo not given)	-14.0
C/C(C=NN1CCN(c2ccccn2)CC1)=C\c1ccccc1	-2.3
O=C(c1cc(Br)cs1)N1CCS[C@H](c2ccccc2)CC1	-3.0
COc1ccc(OC)c(NC(=O)Cn2cnc3c(sc4cccc(Cl)c43)c2=O)c1	1.0
Cc1ccc(C(=O)Nc2ccc(Oc3ccc(Cl)cc3)cc2)cc1NC1=NC2CS(=O)(=O)CC2S1 (stereo not given)	-3.0
NC(=NOC(=O)COc1ccc(Br)cc1)c1ccncc1	-5.0
CC(C)S(=O)(=O)c1cccc(C(=O)Nc2ccccc2C#N)c1	-7.0
COc1cc([N+](=O)[O-])ccc1NC(=O)c1nnn(-c2ccc(Cl)cc2)c1C	6.0
CCOc1ccc(C(O)=C2C(=O)C(=O)N(CCN(C)C)C2c2ccccc2)cc1Cl (stereo not given)	-9.4
Cc1nnc(CNC(=O)C2CCCN2c2nc3ccccc3o2)o1 (stereo not given)	-9.0
Cc1cc(NC(=O)C(=O)NCC(c2ccsc2)N2CCc3ccccc3C2)c2ccccc2n1 (stereo not given)	-2.0&6.0
COc1ccc(OC)c2sc(N(CC3CCCO3)C(=O)c3cc(C)nn3C)nc12 (stereo not given)	16.0
COc1ccc(Cl)cc1NC(=O)NC[C@@H](c1ccsc1)N1CCN(C)CC1	-7.0
COc1cc(OC)cc(N2C(=O)C3N=NN(c4ccc(C)cc4)C3C2=O)c1 (stereo not given)	-4.0
Cc1ccc2c(c1)N(Cc1ccc(F)cc1)C=NS2(=O)=O	-14.0
Cc1cc(NS(=O)(=O)c2ccc(NC(=O)c3cc4cc([N+](=O)[O-])ccc4s3)cc2)no1	-5.0
CCOc1ncc(NC(C)=O)c(OCC)n1	5.0
O=C(CC1CCCC1)Nc1nc(CN2CCc3ccccc3C2)cs1	4.0
CCOC(=O)c1ccc(NC(=O)CCCn2nc(-c3ccco3)ccc2=O)cc1	-12.0
CN(C)CCCN(C(=O)Cc1ccc2c(c1)OCO2)c1nc2ccc(Cl)cc2s1	6.0
CN1CCN(C(CNS(=O)(=O)c2cccc(F)c2)c2ccsc2)CC1 (stereo not given)	18.0
COc1ccc(/C=C/C(=O)N(Cc2ccccn2)c2nc3c(F)cccc3s2)cc1OC	-13.0
Cc1cc(N2CCOCC2)nc(CNS(=O)(=O)c2ccc(OC(F)(F)F)cc2)n1	-15.0
O=C1C[C@@H](c2ccc(F)cc2)Sc2nc3ccccc3n21	-2.0
CCCOc1cc(C)c2c(=O)c(Oc3ccccc3)c(C)oc2c1	-14.0
Cn1cc(S(=O)(=O)NC[C@H](O)c2ccc(C(F)(F)F)cc2)cn1	-7.0
CCCc1cc(=O)n(CC(=O)Nc2ncccc2C)cn1	-9.0
Cc1cccc(N2CCN(C(=O)c3nc(-c4cnccn4)no3)CC2)c1	-10.0
O=C(NN=Cc1ccncc1)C1C2CCCCCCC21 (stereo not given)	-1.5
CCCOc1ccc(-c2cc(C(=O)N=Nc3c(O)[nH]c4ccccc34)[nH]n2)cc1	4.0
COCCn1c(SCC(=O)Nc2ccccc2C(F)(F)F)nnc1-c1c[nH]c2ccccc12	-5.0
Cc1ccc(-n2ncc3c(C)n[nH]c(=S)c32)cc1C	9.0
O=C1C=CC(=NS(=O)(=O)c2ccc(F)cc2)C=C1	10.0
CC(=O)C(N=Nc1cc(C)ccc1O)=C(C)O	4.0
Cc1cc(C)c(C(=O)NCC2CCN(C3CCCC3)CC2)c(C)c1	-17.0
O=c1nc2ccccn2c(=O)[nH]1	-4.0
Cc1c(C(=O)NCC(c2cccc3ccccc23)N2CCOCC2)cccc1[N+](=O)[O-] (stereo not given)	2.0
COc1ccc(Cl)cc1C(=O)NCCN1CCN(c2ccccc2OC)CC1	-1.0
COc1ccccc1N1CCN(CCNC(=O)COc2ccc(Cl)cc2)CC1	-9.0
CCn1nc(C)cc1C(=O)Nc1sccc1C(=O)NC	-3.0

Ordered by length of the SMILES (ascending): 4 of the compounds above
SMILES	PriA SSB inh
O=c1nc2ccccn2c(=O)[nH]1	-4.0
O=C(NN=Cc1ccncc1)C1C2CCCCCCC21 (stereo not given)	-1.5
Cc1cc(C)c(C(=O)NCC2CCN(C3CCCC3)CC2)c(C)c1	-17.0
COc1ccc(Cl)cc1C(=O)NCCN1CCN(c2ccccc2OC)CC1	-1.0

Remaining list, next part.
SMILES	PriA SSB inh
Cc1ccc(S(=O)(=O)c2c(Nc3ccccc3)nn(CC(=O)NCc3ccc4c(c3)OCO4)c2N)cc1	3.0
Cc1ccc(-n2ncc3c(=O)[nH]cnc32)cc1C	0.0
CC(C)NC(=O)CSc1nnc(NC(=O)Nc2ccccc2)s1	-7.0
COc1cc(C(=O)Nc2ccc3sccc3c2)cc(OC)c1OC	-3.0
COC(=O)c1ccc(/C=N\NC(=O)c2cc(-c3ccccc3Cl)n[nH]2)cc1	-1.0
COCCN1C(=O)C(=O)C(=C(O)c2ccc(S(=O)(=O)N3CCOCC3)cc2)C1c1ccc(OC)c(OC)c1 (stereo not given)	7.4
O=C(NCc1ccco1)[C@H]1CCCN(c2ccc(-n3cccn3)nn2)C1	-8.0
O=C(Nc1ccc(F)c(Cl)c1)C(=O)Nc1cc2c3c(c1)CCN3C(=O)CC2	6.0
COc1cc(COCC2CCN(C(=O)c3cccc(C(F)(F)F)c3)CC2)cc(OC)c1	-22.0
Cc1nnsc1C(=O)N1CCC(CNC(=O)Cn2cnc3c2c(=O)n(C)c(=O)n3C)CC1	-20.0
O=C(Cn1nnn(-c2ccc(NC(=O)[C@@H]3CC=CCC3)cc2)c1=O)NCc1ccco1	-13.0
N#Cc1cccc(NC(=O)CSc2ncc(S(=O)(=O)c3cccs3)c(N)n2)c1	-18.0
Cc1ccc(C(N)=NOC(=O)CSc2ccccc2)cc1	-34.8
O=C1c2ccccc2C(=O)c2cc(S(=O)(=O)NCc3ccco3)ccc21	36.0
O=C(c1ccc(Cl)s1)N1C2CCC1CC(S(=O)(=O)c1ccccc1)C2 (stereo not given)	-4.0
CC(NC(=O)C(=O)NCc1ccc(F)cc1)C(c1cccs1)N1CCN(c2ccccc2F)CC1 (stereo not given)	-17.0
O=C(COc1ccccc1F)N[C@H]1CCN(c2ccc(C(F)(F)F)cn2)C1	3.0
O=C(Cc1cccs1)NCCCn1nc(-c2ccc(Cl)cc2)ccc1=O	-14.0
Cc1ccc([N+](=O)[O-])cc1S(=O)(=O)N(C)C	6.0
CC(C)(Oc1ccc(Cl)cc1)C(=O)NCC1CCS(=O)(=O)C1 (stereo not given)	-3.0
O=C(NCCC1=CCCCC1)c1csc(-c2cnccn2)n1	-16.0
O=C(Nc1cccc(-c2cn3ccsc3n2)c1)c1ncc(-c2ccc(F)cc2)o1	-2.0
O=C(Nn1cnc2c(cnn2-c2cccc(Cl)c2)c1=O)c1c(F)cccc1Cl	-7.0
Cc1ccnc(SCc2nc3ccccc3c(=O)[nH]2)n1	-24.0&10.0
O=C(CC12CC3CC(CC(C3)C1)C2)Nc1ccccc1Cl	-13.0
Cc1ccc2nc(Cl)c(C=NNc3nc(C)cc(C)n3)c(=O)n2c1	1.0
CC1(C)C(=O)NCCN1C(=O)c1ccc(F)cc1	3.0
O=C1C(C(c2cccs2)N2CCN(c3ccc(F)cc3)CC2)Sc2nc(-c3ccco3)nn21 (stereo not given)	-29.0
O=C1CCCC(=NNC(=O)c2ccc(CSc3cccc4cccnc34)cc2)C1	1.5
CCOC(=O)Nc1nc2c(s1)CN(C(=O)c1ccccc1F)CC2	-21.0
O=C(COc1ccc(Cl)cc1)NCCn1nc(-c2cccnc2)ccc1=O	-6.0
O=C(c1ccsc1)N1CCCCC(c2ccc(Cl)cc2)C1 (stereo not given)	-7.0
Cn1nc(CNS(=O)(=O)c2ccc3c(c2)CCCC3)cc1-c1cccs1	-11.0
CCOc1ccc(S(=O)(=O)N(CCc2cccs2)Cc2ccco2)cc1F	-21.0
Cn1ccnc1SCC1CCN(C(=O)COc2ccccc2F)CC1	-8.0
CC(C)Cn1c(-c2ccccc2)c[nH]c1=S	16.0
CCOC(=O)C1C2NC(=S)N(c3cccc(C)c3)C1(C)Oc1ccc(Cl)cc12 (stereo not given)	16.0
CO[C@@H](CNC(=O)C(C)(C)Oc1ccc(Cl)cc1)c1cccc(F)c1	-3.0
O=S(=O)(NCc1ccc(C(O)c2ccccc2)s1)c1ccc2c(c1)OCCO2 (stereo not given)	-1.0

The list is partial; the hit share may differ from the screen's.
